RXFP1 agonist – agonists of human relaxin receptor RXFP1. Q9HBX9. HEK293T-RXFP1 cAMP TR-FRET, 30 min; response scale: percent of porcine relaxin response, buffer zero. 0.3% of 370,000 active. Potency, µM (series often up to 57.5 µM), for the others: top-dose activation, usual class: activators. AID 2676; further: potency means the concentration at half of the fitted maximal effect; on the % scale 0 is the no-effect control and ±100 the full control effect; nearly all actives have a fitted effect of over 60% in size; many of its hits are not listed in these tables
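cAMP rise read by TR-FRET after 30 min, 37C compound exposure (up to 58 uM) in RXFP1-transfected HEK293 cells with Ro 20174 present. EC50 from Hill-equation fits, with 29 nM porcine relaxin as 100% and buffer as basal.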
Vif-A3F inh – Vif-A3F binding inhibition | Potency, µM (series often up to 46.1 µM), for the others: top-dose activity, negative = active | AID 602313 | 0.2% of 390,000 active | HeLa A3F-eYFP + Vif (tagged APOBEC3F with the HIV-1 protein that degrades it), YFP fluorescence increase; further: potency means the concentration at half of the fitted maximal effect; % of control where 0% means no effect; nearly all actives have a fitted effect of over 65% in size
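Fluorescence increase (Ex 488/Em 500-530) after overnight compound treatment at 37 deg C flags inhibition of Vif-driven A3F-eYFP loss in stable HeLa A3F-eYFP/Vif cells seeded overnight beforehand.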
D2 PAM – positively modulates the human D2 dopamine receptor allosterically; potentiation, % at 10 µM; P14416; AID 485347; HEK293 T-REx D2, calcium flux, EC20 dopamine potentiation; 0.34% of 340,000 active;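 active means potentiation over 3 SD above the plate norm, cut at about 30% in these data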; further: 0% is about no effect
Target sequence (P14416 whole entry, looked up): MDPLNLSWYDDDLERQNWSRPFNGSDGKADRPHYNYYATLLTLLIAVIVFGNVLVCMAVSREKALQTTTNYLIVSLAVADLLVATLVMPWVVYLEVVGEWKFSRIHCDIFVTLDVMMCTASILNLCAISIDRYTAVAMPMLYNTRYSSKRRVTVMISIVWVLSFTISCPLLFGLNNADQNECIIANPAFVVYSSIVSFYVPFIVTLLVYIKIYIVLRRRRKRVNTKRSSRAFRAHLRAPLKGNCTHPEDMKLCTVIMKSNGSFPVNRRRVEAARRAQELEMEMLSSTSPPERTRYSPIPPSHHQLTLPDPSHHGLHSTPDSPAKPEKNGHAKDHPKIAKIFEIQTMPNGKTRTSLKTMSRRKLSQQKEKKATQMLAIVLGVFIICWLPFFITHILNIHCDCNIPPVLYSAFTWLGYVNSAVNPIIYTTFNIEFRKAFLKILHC
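Primary screen. Calcium kinetics in induced HEK293 T-REx D2 cells: compound pre-addition 180 s, EC20 dopamine, 180 s more.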
Vif-APOBEC3G blk – Vif-A3G binding inhibition; Q9HC16; HeLa A3G-eYFP + Vif (tagged APOBEC3G with the HIV-1 protein that degrades it), YFP fluorescence, overnight; Potency, µM (titrated, usually from 46.1 µM), for inactives: at the top dose activity, negative = active, usual class: inhibitors; 0.076% of 410,000 active; AID 602310;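 further: potency means the concentration at half of the fitted maximal effect; on the % scale 0 is the no-effect control and ±100 the full control effect; nearly all actives have a fitted effect of over 60% in size; hits raise eYFP signal because A3G escapes Vif-driven loss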
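Read-out is eYFP fluorescence (Ex 488/Em 500-530) from Vif-expressing HeLa A3G-eYFP cells; more signal means A3G escaped Vif-mediated degradation. Cells plated overnight, compound pinned in, incubated overnight at 37 deg C.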
D1 agonist – activates the human D1 dopamine receptor. P21728. HEK293 T-REx D1 cells, calcium flux, agonist mode. activation, % at 2 µM. 1% of 360,000 active; in the data active means activation above about 30%; further: 0% is about no effect
Target sequence (P21728 whole entry, looked up): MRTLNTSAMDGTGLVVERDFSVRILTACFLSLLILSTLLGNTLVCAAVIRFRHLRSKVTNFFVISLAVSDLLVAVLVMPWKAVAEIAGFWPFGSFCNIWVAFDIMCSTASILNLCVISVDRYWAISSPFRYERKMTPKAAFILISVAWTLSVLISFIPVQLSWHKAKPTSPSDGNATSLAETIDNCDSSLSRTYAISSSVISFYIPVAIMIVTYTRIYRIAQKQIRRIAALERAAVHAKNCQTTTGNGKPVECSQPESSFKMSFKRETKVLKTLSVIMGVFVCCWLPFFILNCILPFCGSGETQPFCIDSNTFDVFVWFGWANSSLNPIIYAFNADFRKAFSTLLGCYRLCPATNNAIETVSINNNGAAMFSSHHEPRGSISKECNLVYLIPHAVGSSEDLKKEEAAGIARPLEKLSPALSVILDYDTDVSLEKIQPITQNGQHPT
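Agonism was scored from calcium flux recorded over 180 s (1 read/s) after pintool compound addition, following a 10-cycle baseline. Cells were inducible force-coupled HEK293 TREx D1, plated overnight at 30 C and loaded with no-wash calcium dye.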
D1 antag – antagonists of human D1 dopamine receptor; P21728; HEK293 TREx D1 cells, calcium flux, dopamine EC80; hits give low values; activity change, negative = inhibition, % at 10 µM; 3.2% of 360,000 active; AID 504652; in the data active means activity change below about -30%; further: on the % scale 0 is the no-effect control and ±100 the full control effect
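Inducible Hek293 Trex D1 cells (tetracycline, overnight, 30 C). Calcium dye 30–90 min RT. Antagonist mode: EC80 dopamine added after 180 s compound read.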
RXFP1 antagonist – blocks the human relaxin receptor RXFP1; Q9HBX9; HEK293-RXFP1, relaxin-stimulated cAMP HTRF, 30 min; hits give low values; activity change, negative = inhibition, % at 57.5 µM; 0.59% of 350,000 active;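 active means activity change of -60% or lower, but not beyond a set lower limit; inconclusive means change between -60% and -40%, or beyond the set limit; inactive means change above -40%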; further: on the % scale 0 is the no-effect control and ±100 the full control effect
D1 potentiator – potentiators of human D1 dopamine receptor; 0.036% of 360,000 active; HEK293 TREx D1 cells, calcium flux, dopamine EC20 potentiation; potentiation, % at 10 µM; P21728; AID 504651; in the data active means potentiation above about 30%; further: 0% is about no effect
Glioma ERSR ind – ER stress response induction in glioma; AID 602332; Potency, µM, for the others: top-dose activation, most hits filed as activators; 0.02% of 420,000 active; U87-MG GRP78 promoter luciferase reporter, 16 h; further: potency means the concentration at half of the fitted maximal effect; series mostly up to about 76 µM; % of control where 0% means no effect; nearly all actives have a fitted effect of over 35% in size
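ERSR induction read as luciferase luminescence (Bright-Glo, 10 min at room temperature) in stably transfected human U87-MG glioma cells exposed to compounds for 16 h, using GRP78 as sensor.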
* = called active by the depositor; ? = inconclusive; nt = no result given; & = joins results of further samples. Unless noted, the call rests on the fitted dose curve; in most records, active means well fitted curve in the direction sought with a large enough effect; inconclusive means small, poorly fitted or top-dose-only effect, or another doubt; inactive means no such curve, though single readings can be large; an effect the other way counts as inactive or inconclusive. The list is partial (hit frequency here may not be typical).

SMILES | RXFP1 agonist | Vif-A3F inh | D2 PAM | Vif-APOBEC3G blk | D1 agonist | D1 antag | RXFP1 antagonist | D1 potentiator | Glioma ERSR ind
CCOC(=O)c1cnn(-c2ccc(C(=O)Nc3cccc(C(C)=O)c3)cc2)c1N | -0.3% | 3% | 0 | -3% | 7 | -6 | -2 | -2 | -2%
CCOc1ccc(CNC(=O)c2ccc(-c3nc(CS(=O)(=O)c4ccccc4)c(C)o3)cc2)cc1 | -1.2% | -15% | 5 | -13% | 1 | -3 | -14 | 2 | 7%
CC(=O)N1CCc2ccc(C(=O)CN3CCN(c4cccc(C)c4C)CC3)cc21 | 0.2% | nt | -11 | nt | 1 | 9 | nt | -2 | nt
Cc1ccccc1C(=O)Nc1ccc(N2CCN(C)CC2)nc1 | -1.3% | -14% | 16 | -1% | 1 | 8 | 4 | -4 | 0%
CCOc1ccc(S(=O)(=O)N2CCCC2)cc1 | 0.1% | -7% | 9 | 0% | -2 | nt | 14 | -1 | -3%
Cc1cccc(C)c1NC(=O)CSc1nnc(-c2ccoc2C)n1C | -0.2% | 3% | 0 | 1% | 3 | -1 | -6 | 5 | -2%
C/C(=N\NC(=O)CN(c1ccccc1Br)S(C)(=O)=O)c1cccs1 | -1.6% | 4% | -11 | 3% | 1 | -4 | -22 | -5 | -3%
O=C(c1ccco1)N1CCN(S(=O)(=O)c2ccc(F)cc2)CC1 | 0.3% | 0% | -1 | 1% | 5 | -16 | -9 | -3 | -2%
CCCn1nc(NS(=O)(=O)c2ccccc2[N+](=O)[O-])c2cc3ccccc3nc21 | 1.6% | -1% | 0 | -6% | 1 | -5 | -23 | 1 | 0%
Cc1ccc(OCCn2nnc3sc4c(c3c2=O)CCC(C)C4)cc1 (configuration not stated) | -0.2% | nt | 1 | nt | 3 | 3 | 1 | -1 | nt
COc1ccccc1C(=O)Nc1cc(-c2cccc(Br)c2)nn1-c1ccccc1 | 1.5% | 0% | nt | -4% | 2 | -10 | nt | -1 | 2%
COc1ccccc1CNC(=O)COc1ccc(Br)c(C)c1 | 2.3% | 2% | -9 | 1% | 3 | 0 | -4 | -4 | 1%
CC(=O)c1ccc(NC(=O)CN2C(=O)c3cccnc3Sc3ccccc32)cc1 | 0.2% | -13% | nt | -1% | 4 | -7 | nt | -2 | 0%
CCNC(=S)N1CCC(c2nc3cc(C)c(C)cc3[nH]2)CC1 | 1.5% | 0% | -15 | -8% | 0 | -7 | 7 | -4 | -3%
CCN(CC)CCNC(=O)c1ccc(NC(=O)c2cccc(-n3cnnn3)c2)cc1 | 0.1% | 0% | 8 | 1% | 1 | 4 | -5 | -9 | -2%
OCCNc1nc(NCc2ccccc2)c2ccccc2n1 | 0.0% | 4% | -4 | -9% | 4 | -10 | -35 | -5 | -1%
Cc1ccc(C)c(N=C2CCCN2Cc2ccccc2)c1C#N | -0.4% | -1% | 25 | -2% | 8 | 0 | 15 | -9 | -2%
CC(C)(C)c1ccc(C(=O)NCC(=O)OCC(=O)Nc2ccc3c(c2)OCCO3)cc1 | -0.2% | 2% | 9 | 11% | 0 | -1 | -6 | -7 | 3%
Cc1ccc(OCC(=O)NNC(=S)NC(=O)C(C)(C)C)c(Br)c1 | 0.5% | -13% | -5 | -6% | 82* | -2 | -2 | -1 | 2%
CCn1c(=O)c(C(=O)NNC(=O)Cc2ccccc2)c(O)c2ccccc21 | 6.0% | ? | 3 | -4% | 2 | 2 | -5 | -8 | -4%
COc1ccccc1-c1nnc(SCC(=O)NC2CCS(=O)(=O)C2)n1CCc1ccccc1 (configuration not stated) | 0.2% | 3% | -5 | 0% | 1 | -14 | -4 | -4 | 1%
CCOC(=O)N1CCN(C(=O)C2CCCN(S(=O)(=O)c3c(C)cc(C)cc3C)C2)CC1 (configuration not stated) | 0.1% | 1% | 5 | 1% | 11 | -3 | 4 | -5 | -4%
COCCCN1C(=O)c2ccc(C(=O)Nc3ccccc3OC)cc2C1=O | -0.4% | 10% | -8 | -10% | 0 | 4 | -3 | -3 | -4%
O=C(O)C1C2C=CC(C3CC23)C1C(=O)N1CCc2ccccc21 (configuration not stated) | 0.0% | -15% | 1 | 2% | 1 | 3 | 14 | -1 | -1%
CCc1nnnn1-c1ccc([N+](=O)[O-])cc1C | 0.3% | 0% | -1 | -4% | 1 | -10 | -22 | 2 | -2%
Cc1ccc(-c2nc3ncccn3c2Nc2ccc3c(c2)OCCO3)cc1 | -4.4%&0.1% | ? | 15&6 | 0%&-3% | 2&0 | -4&8 | 2 | -3&1 | 2%&2%
Brc1ccccc1C1=Nn2c(nnc2-c2ccccc2)SC1 | 1.8% | -2% | 13 | 0% | 8 | -22 | 1 | -9 | -9%
CCOC(=O)N/N=C(\c1ccccc1)C(O)c1ccccc1 (configuration not stated) | 0.3% | -18% | 0 | 1% | 2 | -2 | 14 | -2 | -4%
O=c1oc(-c2ccccc2Br)nc2ccccc12 | 0.2% | -13% | 17 | 2% | 0 | -12 | -23 | -4 | -1%
CC(C)OCCCNC(=O)CN1C(=O)CC(C)(C)S(=O)(=O)c2ccccc21 | -2.1% | 1% | 3 | 1% | 1 | 7 | -17 | nt | -5%
CCOC(=O)c1cc(-c2ccccc2)sc1NC(=O)CN1C(=O)NC(CC)(c2ccccc2)C1=O (configuration not stated) | -1.5% | -5% | 1 | 1% | 3 | -5 | -19 | 0 | 1%
CCC(=O)/C=C1\Sc2ccccc2N1CC | 2.0% | 1% | -4 | -1% | 0 | 1 | -8 | 1 | 2%
CCC(=O)Nc1c2c(nn1-c1cccc(Cl)c1)CS(=O)(=O)C2 | 1.5% | 0% | -2 | -1% | 0 | 49 | 2 | 1 | 2%
CCc1ccccc1NC(=O)c1ccc(OCc2c(C)noc2C)cc1 | nt | 8% | nt | 3% | nt | nt | 4 | nt | -2%
CCN(CCCNC(=O)c1nn(-c2ccc(C)cc2)c(=O)c2c1c1ccccc1n2C)c1cccc(C)c1 | 0.1% | nt | 11 | nt | 1 | 4 | -3 | 5 | nt
CCCCCCn1c(SCC(=O)OC)nc2c1c(=O)[nH]c(=O)n2C | 0.2% | 5% | 3 | -2% | 0 | -1 | -8 | 37* | 1%
C/C(=N\NC(=O)CNc1cccc(C(F)(F)F)c1)c1ccc(Br)cc1 | -3.2% | -8% | 20 | -5% | 6 | -10 | 4 | -3 | -5%
Cc1ccc(-c2nnc(N3CCOCC3)c3ccccc23)cc1S(N)(=O)=O | nt | 16% | nt | 4% | nt | nt | 0 | nt | 2%
CCC(C(=O)OCC(=O)Nc1cc(OC)ccc1OC)c1ccccc1 (configuration not stated) | 0.8% | 6% | -22 | 0% | 3 | -25 | 11 | -6 | -1%
O=C(N/N=C/c1cccs1)c1ccc2ccccc2c1 | 0.9% | -3% | 5 | ? | -1 | 2 | -8 | -9 | 2%
Cc1[nH]n(-c2ccccc2)c(=O)c1C(c1cccc([N+](=O)[O-])c1O)c1c(C)[nH]n(-c2ccccc2)c1=O | 0.3% | -5% | 4 | 1% | 7 | -13 | 9 | -6 | -3%
CN(C)S(=O)(=O)c1cccc(NC(=S)NC23CC4CC(CC(C4)C2)C3)c1 | 3.2% | -5% | -12 | 7% | 19 | 19 | 0 | -5 | -4%
COc1ccc(NC(=O)CN(C)C(=O)c2ccc(-c3ccccc3Cl)o2)cc1 | 1.7% | -4% | -24 | -4% | 2 | 3 | -2 | 0 | 2%
CCOc1ccccc1NS(=O)(=O)c1cnc(N)nc1 | 0.7% | -1% | 10 | -2% | 1 | 17 | 2 | -3 | -3%
Cc1nc2nc(NCc3ccc(Cl)cc3)[nH]n2c(=O)c1Cc1ccccc1 | 0.7% | -14% | 13 | -5% | 1 | -2 | -22 | -2 | -3%

Molecules shown so far that have a tert-butyl group, in the order listed:
SMILES | RXFP1 agonist | Vif-A3F inh | D2 PAM | Vif-APOBEC3G blk | D1 agonist | D1 antag | RXFP1 antagonist | D1 potentiator | Glioma ERSR ind
CC(C)(C)c1ccc(C(=O)NCC(=O)OCC(=O)Nc2ccc3c(c2)OCCO3)cc1 | -0.2% | 2% | 9 | 11% | 0 | -1 | -6 | -7 | 3%
Cc1ccc(OCC(=O)NNC(=S)NC(=O)C(C)(C)C)c(Br)c1 | 0.5% | -13% | -5 | -6% | 82* | -2 | -2 | -1 | 2%

The list goes on:
SMILES | RXFP1 agonist | Vif-A3F inh | D2 PAM | Vif-APOBEC3G blk | D1 agonist | D1 antag | RXFP1 antagonist | D1 potentiator | Glioma ERSR ind
COC(=O)CSc1ncccc1-c1nc2ccccc2[nH]1 | 2.6% | -20% | nt | -6% | 1 | 3 | 4 | -4 | -1%
CCOc1ccc(C(C)=O)cc1CSc1nc2nc(C)cc(C)n2n1 | 9.9% | -20% | -7 | -6% | 1 | 15 | -3 | -9 | -1%
O=C(CSc1nc2c(c(=O)n1-c1ccc(Cl)cc1)SCC2)Nc1nccs1 | -0.6% | -1% | 1 | 2% | 2 | 2 | -3 | 0 | -6%
O=C(Nc1ccccc1N1CCCC1)c1ccc(Cl)cc1Cl | -1.2% | 9% | 1 | -5% | 4 | -33* | -4 | -3 | -2%
Cc1cc(-c2ccc(S(=O)(=O)NCc3ccc(Cl)cc3)cc2)on1 | nt | 6% | nt | -3% | nt | nt | 0 | nt | -1%
CC(C)C(=O)Nc1ncc(Cc2ccc(Cl)cc2)s1 | 11% | -8% | -4 | -16% | 0 | -7 | -23 | -2 | ?
COc1ccccc1CNC(=O)C/C(C)=N/NC(=O)Cc1ccc(OC)c(OC)c1 | 0.2% | -24% | -6 | 0% | 1 | -10 | -1 | 1 | -5%
CC1CC(C)(C)CC2(C1)NC(=O)N(CC(=O)Nc1ccc3[nH]c(=O)[nH]c3c1)C2=O (configuration not stated) | -2.2% | 12% | -10 | -1% | 2 | 4 | 3 | -8 | -4%
C#CCOCCOCCOCCNc1nc(N2CCN(C(=O)[C@H](Cc3ccc(O)cc3)n3cc(C(N)CC(C)C)nn3)CC2)nc(N2CCN(C(=O)[C@H](CCC(=O)O)n3cc(C(N)[C@H](C)CC)nn3)CC2)n1 (some centres not stated) | -1.3% | -6% | 1 | -2% | -3 | -6 | nt | 1 | -4%
O=C(COc1ccc(Cl)cc1Cl)NNC(=S)NC(=O)c1ccco1 | -0.7% | 7% | 11 | 1% | 2 | 5 | 5 | 4 | 6%
CCCN(CCC)C1Sc2ccc(C(=O)OC)cc2NC1=O (configuration not stated) | 0.2% | -19% | 4 | -2% | 3 | -1 | 2 | -2 | 0%
NC(=O)c1ccccc1NC(=O)Cc1cccs1 | 3.0% | 0% | 21 | 6% | 0 | 0 | 1 | 2 | -2%
